# Assay outcomes: PubChem, several laboratories
# Furin inh: inhibitors of human furin | P09958 | purified furin, fluorogenic substrate cleavage | inhibition, % at 30 µM | hit rate 0.061% among 220,000 | AID 463115; in the data active means inhibition above about 25%; further: inactives centre near -15
# Target sequence (P09958 108-714 limits assumed): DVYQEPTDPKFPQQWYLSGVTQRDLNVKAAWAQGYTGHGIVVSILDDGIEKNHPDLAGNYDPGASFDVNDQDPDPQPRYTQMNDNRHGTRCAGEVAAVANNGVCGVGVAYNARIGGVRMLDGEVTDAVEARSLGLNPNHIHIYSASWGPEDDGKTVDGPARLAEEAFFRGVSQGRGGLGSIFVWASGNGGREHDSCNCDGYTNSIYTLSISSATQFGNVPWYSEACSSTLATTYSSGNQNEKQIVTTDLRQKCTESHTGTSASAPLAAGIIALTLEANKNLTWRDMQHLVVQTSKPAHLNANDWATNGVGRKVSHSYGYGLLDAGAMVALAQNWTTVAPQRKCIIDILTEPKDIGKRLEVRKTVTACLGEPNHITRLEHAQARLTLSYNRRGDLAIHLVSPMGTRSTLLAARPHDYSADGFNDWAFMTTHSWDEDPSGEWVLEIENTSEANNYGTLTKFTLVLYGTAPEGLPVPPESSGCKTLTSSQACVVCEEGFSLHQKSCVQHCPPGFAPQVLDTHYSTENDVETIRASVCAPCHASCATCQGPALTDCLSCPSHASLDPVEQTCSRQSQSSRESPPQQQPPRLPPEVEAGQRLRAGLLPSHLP
# p97 ATPase inh: inhibitors of human p97 ATPase | AID 1481 | recombinant p97 ATPase, Kinase-Glo ATP luminescence, 3 h | inhibition, % at 8 µM | hit rate 0.42% among 220,000 | P55072; in the data active means inhibition above about 15%;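 further: 0% = DMSO vehicle and 100% = wells lacking enzyme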
# RBBP9 inhibitor: human RBBP9 hydrolase inhibition. O75884. recombinant RBBP9, FP-Rh probe fluorescence polarization. inhibition, % at 7.94 µM. hit rate 0.2% among 220,000;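 active means inhibition above the campaign mean of all tested compounds plus 3 SD, cut at about 14% in these data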;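 further: plate controls were DMSO wells with RBBP9 for no effect and wells lacking RBBP9 protein for full effect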
#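 Test system: recombinant human RBBP9; Timing: 30 min then 45 min, 25 °C; Detection: fluorescence polarization; Control set: RBBP9 with DMSO as uninhibited control, no-protein wells as full inhibition; Compound dosing: one concentration, 7.94 µM nominal, 0.794% DMSO; Probe or stimulus: FP-Rh activity-based probe, 375 nM before mixing.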
# Runt-CBFb FRET: Runt domain-CBFb interaction inhibition | Q01196+Q13951 | Cerulean-Runt/Venus-CBFb FRET ratio 530/480, 1 h | inhibition, % at 20 µM | hit rate 0.46% among 220,000 | AID 1496;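 active means inhibition over about 50% at 20 µM in the single-dose screen, limit read from the data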;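 further: 0% = DMSO wells and 100% = excess unlabeled CBFb competitor control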
#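 Schedule: protein complex preformed 1 h, compound exposure 1 h, room temperature, dark; test system: Cerulean-labeled Runt domain protein; amount: 100 nM per protein; buffer or medium: Tris 50 mM pH 7.5, KCl, K2SO4, 0.01% BSA; read-out: loss of energy transfer signal; detection: FRET fluorescence; controls: 5 µM unlabeled CBFb as full-inhibition high control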
# Runt-SMMHC FRET: inhibitors of human RUNX1 Runt domain binding to CBFb-SMMHC. Cerulean-Runt/Venus-CBFb-SMMHC FRET ratio 530/480, 1 h. inhibition, % at 20 µM. Q01196+Q13951. hit rate 0.74% among 220,000;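 active means mean inhibition across duplicate retests at 20 µM reaching about 50%, limit read from the data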;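 further: 0% = DMSO wells and 100% = wells with excess untagged CBFb-SMMHC; inhibitors lower the FRET ratio by blocking Runt binding to CBFb-SMMHC; some results filed as inactive read as strong as hits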
# m-calpain inh: blocks pig calpain II enzyme activity; purified calpain II, fluorogenic peptide substrate, 30 min; inhibition, % at 16 µM; hit rate 0.37% among 220,000; AID 1236;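 active means inhibition above about 50%, limit read from the data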
# p47phox inh: p47phox (human) inhibition. p47phox/p22phox peptide binding, fluorescence polarization, 2 h. AID 1274. hit rate 0.53% among 220,000. inhibition, % at 24.7 µM. P14598;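 active means inhibition above about 30%, limit read from the data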;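 further: 0% = p47phox with labelled peptide and 100% = labelled peptide alone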
# Target sequence (P14598 whole entry, looked up): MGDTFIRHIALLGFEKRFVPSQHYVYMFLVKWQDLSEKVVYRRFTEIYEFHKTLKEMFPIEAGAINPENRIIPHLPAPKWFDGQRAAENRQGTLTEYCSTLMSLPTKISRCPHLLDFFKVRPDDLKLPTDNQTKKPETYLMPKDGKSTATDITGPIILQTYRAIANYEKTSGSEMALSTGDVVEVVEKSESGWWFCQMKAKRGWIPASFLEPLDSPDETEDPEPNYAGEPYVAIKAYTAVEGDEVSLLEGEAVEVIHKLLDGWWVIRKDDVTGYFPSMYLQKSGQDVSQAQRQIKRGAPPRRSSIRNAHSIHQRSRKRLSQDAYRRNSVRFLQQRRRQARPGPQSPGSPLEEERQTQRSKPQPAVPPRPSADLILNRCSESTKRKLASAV
# TbHK1 inh: blocks Trypanosoma brucei hexokinase 1 activity; recombinant TbHK1, G6PDH-coupled NADH A340; inhibition, % at 10 µM; hit rate 0.11% among 220,000;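 active means inhibition of 50% or more in the single-dose primary screen; inactive means inhibition below 50%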
# EBV gp42 inh: EBV gp42 inhibition; hit rate 0.42% among 220,000; Fluorescence polarization binding assay, mP read-out; Q1HVG2; inhibition, % (tested at 21.74 µM); AID 1085; in the data active means inhibition above about 50%
# * marks the source's active call; other numbers are inactive results; x = not tested or not shown; [ ] = remark or other dose.
Runt-SMMHC FRET,p97 ATPase inh,m-calpain inh,EBV gp42 inh,p47phox inh,TbHK1 inh,Runt-CBFb FRET,RBBP9 inhibitor,Furin inh,compound
-3,0,-8,-36,-9,-6,2,0,-12,COc1cc(C(=O)CSc2nnc(-c3ccc(O)cc3)n2CC2CCCO2)ccc1NC(C)=O (stereo not drawn)
-3,3,32,-18,5,-5,-2,-3,-4,COc1ccc(N2CCN(C(=O)CC34CC5CC(CC(C5)C3)C4)CC2)c([N+](=O)[O-])c1
-1,1,-62,-14,-6,-4,2,-4,-91,Cc1cccn2cc(-c3ccc(F)cc3)cc12
x,1,19,-13,-6,3,x,-4,-11,O=C(c1cccc(Cl)c1)N1CCn2c1nc1ccccc12
-3,8,-16,-11,-28,-9,-2,-2,-25,O=C1c2ccccc2C2=Nc3ccccc3SC(c3ccc(Cl)cc3)C12 (stereo not drawn)
-12,x,-57,-2,-34,-12,3,x,-25,CC1(OC(=O)CCc2ccccc2)C(=O)C=C2C=C(c3ccsc3)OC=C2C1=O (stereo not drawn)
1,-3,67*,9,-2,-5,-3,-13,-7,COc1ccccc1C(=O)Nc1ccc(C(=O)c2ccccc2)cc1
5,2,23,1,1,-2,1,-9,-21[20 µM],CCOc1cc(C2CC(=O)c3c(ccc4ccccc34)N2)ccc1O (stereo not drawn)
x,1,x,x,x,-15,x,-7,-29,C=CCn1cc(C(=O)OC)c(=O)c2cc(S(=O)(=O)N3CCC(C)CC3)ccc21
2,2,-11,-11,-15,2,-2,-6,-10,CC(C)N(CC#CC(O)(c1ccccc1)c1ccccc1)CCO

# The listing continues.
Runt-SMMHC FRET,p97 ATPase inh,m-calpain inh,EBV gp42 inh,p47phox inh,TbHK1 inh,Runt-CBFb FRET,RBBP9 inhibitor,Furin inh,compound
3,5,-18,-6,-3,-6,-1,-4,-18,COCCOC(=O)c1c(NC(=O)CSc2cccc[n+]2[O-])sc(C(N)=O)c1C
1,2,-10,-16,-10,3,-4,3,-22,CCc1ccc(N2C(=O)C3ON(c4ccccc4)C(c4ccco4)C3C2=O)cc1 (stereo not drawn)
4,-7,-42,-6,-1,3,0,-6,-15[20 µM],COCc1[nH]nc2c1C(C1C=CCCC1)C(C#N)=C(N)O2 (stereo not drawn)
2,2,-11,-10,-4,1,-1,5,-11,CCOC(=O)CSc1nc(C)cc(C)c1C(N)=O
-6,8,33,-5,-2,-42,-1,1,-4,CNC(=O)N(O)C1N(/N=C/c2ccccc2O)C(=S)SC1(C)C (stereo not drawn)
-4,0,-7,2,-2,-5,0,1,-8,COc1ccc(CNC(=O)CCNS(=O)(=O)c2cccc3nsnc23)cc1
4,7,-14,-11,-11,4,1,-5,-32,Cc1[nH]c(=O)[nH]c(=O)c1S(=O)(=O)NCC12CC3CC(CC(C3)C1)C2
-2,-2,16,1,-4,1,-1,-4,-11,Cc1sccc1/C=N/NC(=O)c1cccc2ccccc12
16,-1,-18,-10,-4,16,2,-7,2,O=C(CNC(=O)C1COc2ccccc2O1)N/N=C/c1ccc(O)cc1O (stereo not drawn)
4,-1,-1,-12,-14,24,-1,-3,2,CC(=O)c1ccc(NC(=O)/C=C/c2ccc(C)cc2)cc1

# Additional results follow:
Runt-SMMHC FRET,p97 ATPase inh,m-calpain inh,EBV gp42 inh,p47phox inh,TbHK1 inh,Runt-CBFb FRET,RBBP9 inhibitor,Furin inh,compound
4,3,11,-9,-7,-6,0,1,-31,COC(=O)c1cc(OC)c(OC)c(OC)c1[N+](=O)[O-]
6,6,-3,-15,-17,4,12,3,-19[20 µM],CCOC(=O)CC(=O)CSc1nc2sc(C)cc2c(=O)n1Cc1ccco1
4,-1,9,-10,-24,5,-4,-14,-8,CSCCC(NS(=O)(=O)c1ccc(Cl)cc1)C(=O)OCC(=O)c1c(C)[nH]c2ccccc12 (stereo not drawn)
-4,2,-6,-17,-9,-1,0,-9,-23,CCC(C)NC(=O)c1[nH]c(C)c(C(=O)OC)c1C (stereo not drawn)
3,6,-5,-1,2,-1,-1,-2,-26,Cc1ccc(-n2ncc3c(NCCCN4CCCC4=O)ncnc32)c(C)c1
-2,9,-14,-7,-9,-8,2,4,-16,c1ccc(CNc2c3c(nc4ncnn24)CCC3)cc1
-2,0,-492,-3,8,-3,-3,9,-11[20 µM],Cc1cccc(N2CCN(C(=O)CCn3c(=S)[nH]c4cc5c(cc4c3=O)OCO5)CC2C)c1 (stereo not drawn)
4,-1,11,-4,1,3,x,-7,-11,CC(OC(=O)COc1ccccc1[N+](=O)[O-])C(=O)Nc1ccc(N2CCOCC2)cc1 (stereo not drawn)
-3,4,19,-21,-5,-23,2,1,-20[20 µM],CCn1cc(C(=O)N2CCCC2)c(=O)c2cc(S(=O)(=O)N3CCOCC3)ccc21
-1,5,6,-18,4,-1,-1,-5,-35,CCc1cc2cccc(C)c2nc1SCC(=O)Nc1cc(C)on1

# Other results
Runt-SMMHC FRET,p97 ATPase inh,m-calpain inh,EBV gp42 inh,p47phox inh,TbHK1 inh,Runt-CBFb FRET,RBBP9 inhibitor,Furin inh,compound
0,8,-25,-2,-9,2,1,2,-26,Cc1ccc(Cl)cc1NC(=O)COC(=O)Cn1cnc2c1c(=O)n(C)c(=O)n2C
-11,3,-57,8,-13,-13,-5,-7,-18,CCOC(=O)CC(=O)CSc1nc(-c2cccnc2)cc(C)c1C#N
-2,-4,8,-12,-14,-4,0,-5,-18[20 µM],O=C(Cn1c(-c2cscn2)nc2ccccc21)Nc1cc(F)ccc1F
2,1,-10,-11,-15,-2,0,-7,-8,CN(C)C(=O)Cn1c(SCC(=O)N2CCCc3ccccc32)nc2ccccc21
-7,6,-18,-9,-16,7,-1,-11,0[20 µM],COc1cccc(NC(=O)Cc2c(C(=O)O)[nH]c3ccccc23)c1
0,2,-24,0,-8,-5,0,-6,-23,O=C(NCCCN1CCOCC1)C(=O)NCCc1ccccc1
-5,-4,-10,5,-5,0,0,1,-21,COc1cccc(CNc2ccccc2O)c1OCc1ccccc1F
0,-3,-34,-12,2,6,-2,-35,-17[20 µM],Cc1ccc(-n2nnnc2SCC(=O)Nc2ccc3c(c2)COC3=O)cc1C
-2,2,14,-12,-8,1,-2,9,-9[20 µM],NS(=O)(=O)c1ccc(NCc2c(F)cccc2Cl)cc1
3,2,16,-10,-8,5,0,-8,-3,O=C1c2ccccc2C(=O)N1CC#CCN1CCN(C2CCCCC2)CC1

# Following part.
Runt-SMMHC FRET,p97 ATPase inh,m-calpain inh,EBV gp42 inh,p47phox inh,TbHK1 inh,Runt-CBFb FRET,RBBP9 inhibitor,Furin inh,compound
-3,3,17,-26,-6,2,-4,-10,-16[20 µM],C#CCONC(=O)c1cc(OCC(F)(F)F)ccc1OCC(F)(F)F
-2,2,-11,-9,-17,5,-3,-6,-18,O=C(NCc1ccc2c(c1)OCO2)C1CC(=O)N(C2CCCC2)C1 (stereo not drawn)
-2,-4,-12,9,-1,1,0,-2,-12,O=C(NCCc1c[nH]c2ccccc12)C(=O)NCC(c1cccnc1)N1CCN(c2ccccc2)CC1 (stereo not drawn)
-5,5,14,-54,-49,-1,0,-5,-12,Cc1[nH]c2ccccc2c1/C=N/NC(=O)C1CC1(c1ccccc1)c1ccccc1 (stereo not drawn)
-1,0,-14,-1,2,-13,3,-6,-21,Cc1nn(Cc2nnc(SCC(=O)Nc3ccc(Cl)cc3)n2C)c(C)c1[N+](=O)[O-]
x,2,x,x,x,-13,x,2,-32[20 µM],CN(C)c1ccc(/C=N/N2C(=N)N(c3ccccc3)C(=S)C2=Nc2ccccc2)cc1
3,-5,-7,-2,-11,-2,2,-5,-19[20 µM],CCOP(=O)(OCC)C(C)(C)NC(=O)c1cc([N+](=O)[O-])cc([N+](=O)[O-])c1
0,-2,-11,5,-4,-5,-1,6,-14,CCc1cc(-c2n[nH]c(C)c2-c2nc(C)cs2)c(O)cc1OC
-3,2,0,0,-2,-10,0,1,-17,COc1cc([N+](=O)[O-])ccc1NC(=O)CN1CCCC1
-5,1,-1,2,7,3,-2,-1,-5,Cc1c(Br)c([N+](=O)[O-])nn1CC(=O)N1CCc2ccccc2C1

# (listing goes on)
Runt-SMMHC FRET,p97 ATPase inh,m-calpain inh,EBV gp42 inh,p47phox inh,TbHK1 inh,Runt-CBFb FRET,RBBP9 inhibitor,Furin inh,compound
12,4,-11,-2,-4,8,12,-8,-24,S=c1[nH]ncn1NCc1ccc(Cl)cc1Cl
x,-4,43,-8,-4,7,x,-5,-10,O=c1c2ccccc2cnn1Cc1cccc(Br)c1
-3,-3,-6,-21,-19,6,-1,-3,-10,CCn1c(SCC(N)=O)nnc1-c1ccc(OC)c(OC)c1
1,0,21,2,-7,24,0,-2,11,CCCSc1cc(NCCOC(C)=O)c([N+](=O)[O-])c2nonc12
-3,1,-134,-10,-6,-13,-2,0,-14,COc1ccc(CCNC(=O)c2ccc3c(SCC(=O)O)c4c(nc3c2)CCCC4)cc1OC
1,-3,5,-24,-11,-4,3,-3,-20,Nc1sc(-c2ccccc2)n[n+]1Cc1cccc2cccnc12
-3,5,-39,12,-10,-16,-8,-7,-16,COc1ccc(C2CC(c3ccccc3OC(C)=O)=NN2C(=O)/C=C/c2ccccc2)cc1OC (stereo not drawn)
-4,7,-5,3,3,-6,-2,5,-18,CC12COC3(C(=O)NCCc4ccccc4)CC1CCC32C (stereo not drawn)
-3,4,-10,-18,-5,7,0,2,-16[20 µM],c1ccc(SCc2nc3ccccc3[nH]2)nc1
0,2,12,-13,-9,-1,0,-2,-13[20 µM],Cc1ccc(SCc2nc(-c3ccncc3)no2)cc1

# New compounds follow
Runt-SMMHC FRET,p97 ATPase inh,m-calpain inh,EBV gp42 inh,p47phox inh,TbHK1 inh,Runt-CBFb FRET,RBBP9 inhibitor,Furin inh,compound
0,2,56*,8,-8,11,0,-14,-16[20 µM],Cc1ccc(NS(=O)(=O)c2cc(C(=O)NCCSC3CCCCC3)ccc2C)cc1
-6,3,28,-2,1,-2,2,-12,-16[20 µM],Cc1c(NC(=O)/C(C#N)=C/C2CC=CCC2)c(=O)n(-c2ccccc2)n1C (stereo not drawn)
1,4,-18,1,-19,-5,1,-2,-21,C=CCNC(=O)CN1CCC(NC(=O)c2ccco2)CC1
1,-5,-9,6,-4,-11,3,-9,-28,Cc1ccc2c(c1)C(c1ccccc1)N(C(=O)c1ccc(Br)o1)CC(=O)N2 (stereo not drawn)
44,4,-26,-77,7,8,5,1,-4,COc1ccc(-[n+]2c(C)cc(/C=C3\Sc4ccccc4N3C)cc2C)cc1
-6,0,-73,-7,-12,-9,-2,-10,-7[20 µM],Cc1c(NC(=O)c2ccccc2NS(=O)(=O)c2ccc(Br)cc2)c(=O)n(-c2ccccc2)n1C
0,0,14,8,-5,17,-1,-5,-15,CCCCCCNC(=O)c1c(O)c2cccc3c2n(c1=O)CCC3
1,-2,-4,-2,-19,-6,-3,-6,-29,CCOC(=O)c1cc(-c2csc(Nc3ccccc3Cl)n2)on1
2,0,-7,-3,-18,-16,0,-5,-19,O=c1oc(-c2ccc(Cl)c(Cl)c2)nn1-c1ccc(C(F)(F)F)cn1
0,-1,13,-13,-2,1,-2,-18,-4[20 µM],Cc1ccc(NC(=O)c2c(C(F)(F)F)nn(C)c2SCc2ccc(Cl)cc2)cc1C
2,3,-74,-11,9,1,-3,-1,-19[20 µM],CCOC(=O)CCSc1nc(C)c2cc(OC)ccc2n1
